Screens deposited in PubChem by several laboratories.
RTF Ca sens act: increases calcium sensitivity of human cardiac regulated thin filaments. P19429+P45379. IANBD-labeled TnC RTF fluorescence at EC20 calcium; 0% EC20 calcium, 100% full calcium. activation, % at 7.2 µM. 340,000 tested, 0.24% active;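 active = activation above the mean over all tested compounds plus 3 SD, cut at about 30% in these data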;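 also: rise in fluorescence read as greater calcium sensitivity of cardiac thin filaments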
CAL-PDZ inh HTS: blocks peptide binding to the human CAL PDZ domain | Q9HD26 | purified CAL PDZ, TMR-peptide fluorescence polarization, 1 h | inhibition, % at 24.9 µM | 300,000 tested, 0.92% active | AID 602252;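 active = mean inhibition of at least 30% with at least half of replicates also reaching 30%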;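 also: 0% = DMSO neutral control and 100% = excess unlabeled competitor peptide PRC23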
MOR-DOR ag: agonists of human mu-delta opioid receptor heterodimerization; 340,000 tested, 0.3% active; cells, OPRM1-OPRD1 heterodimerization, luminescence; P35372+P41143; AID 504326; activation, % at 9.3 µM; in the data active = activation above about 18%;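 also: 0% = vehicle-treated cells and 100% = reference agonist; values of inactives mirror those of a sister screen read the other way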
Target sequence (P35372 whole entry, looked up): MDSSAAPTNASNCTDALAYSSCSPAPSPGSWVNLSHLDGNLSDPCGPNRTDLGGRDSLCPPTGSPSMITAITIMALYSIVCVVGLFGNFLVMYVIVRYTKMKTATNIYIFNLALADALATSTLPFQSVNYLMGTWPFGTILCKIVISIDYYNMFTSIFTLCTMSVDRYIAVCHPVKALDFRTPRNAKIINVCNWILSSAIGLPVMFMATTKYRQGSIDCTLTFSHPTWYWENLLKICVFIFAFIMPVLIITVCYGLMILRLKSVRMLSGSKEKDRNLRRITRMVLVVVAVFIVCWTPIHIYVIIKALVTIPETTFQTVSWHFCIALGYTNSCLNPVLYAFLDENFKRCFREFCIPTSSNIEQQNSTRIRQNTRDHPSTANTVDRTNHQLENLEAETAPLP
Target sequence (P41143 whole entry, looked up): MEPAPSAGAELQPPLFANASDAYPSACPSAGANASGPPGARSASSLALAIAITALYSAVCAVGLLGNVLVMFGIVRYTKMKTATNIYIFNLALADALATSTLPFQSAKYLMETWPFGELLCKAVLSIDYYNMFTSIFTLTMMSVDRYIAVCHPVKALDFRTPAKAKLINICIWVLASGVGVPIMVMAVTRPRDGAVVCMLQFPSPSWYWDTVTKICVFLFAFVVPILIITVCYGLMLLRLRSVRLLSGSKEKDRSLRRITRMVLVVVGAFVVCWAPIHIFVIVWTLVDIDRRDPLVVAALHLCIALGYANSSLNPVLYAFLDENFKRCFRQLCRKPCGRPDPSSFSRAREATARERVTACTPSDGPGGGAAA
LANA DNA inh: inhibitors of KSHV LANA C-terminal domain DNA binding; MBP-C-LANA/FAM-LBS DNA binding, fluorescence polarization; inhibition, % at 9 µM; 340,000 tested, 0.078% active; AID 504423;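 active = highest replicate inhibition at or above 60% at 9 µM, even if other replicates fall short; inactive = all replicates below 60% inhibition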;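 also: 0% = neutral control wells and 100% = 4 µM acridine orange control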
Cardiac RTF inh: cardiac RTF calcium desensitization; P19429+P45379; IANBD-labeled cardiac RTF, Ca2+ fluorescence; inhibition, % at 7.15 µM; 340,000 tested, 0.12% active; AID 493244;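 active = inhibition above the mean inhibition of all tested compounds plus 3 SD, cut at about 17% in these data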;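 also: assay run at fixed EC70 calcium of 1.6 mM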
Keap1 Nrf2 FP: inhibitors of human Keap1-Nrf2 protein-protein interaction; Q14145; Keap1 Kelch-Nrf2 peptide fluorescence polarization, 1536-well; inhibition, % at 9.4 µM; 340,000 tested, 0.15% active; AID 504523; in the data active = inhibition above about 12%;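 also: human Keap1 Kelch domain with fluorescein labeled Nrf2 9mer peptide probe; 0% = neutral control wells and 100% = peptide positive control; higher means more block of Keap1 binding to Nrf2 peptide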
OPRM1-OPRD1 inv: inverse agonists of human mu-delta opioid receptor heterodimerization; P35372+P41143; inhibition, % at 9.3 µM; AID 504357; 340,000 tested, 0.21% active; cell-based MOR-DOR heterodimer luminescence, inverse agonism; in the data active = inhibition above about 22%, passing the limit was not always enough;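 also: 0% = cells with DMSO and 100% = wells without cells with DMSO; values of inactives mirror those of a sister screen read the other way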
V-ATPase pHluor: alters yeast V-ATPase proton transport. 350,000 tested, 0.37% active. S. cerevisiae, pHLuorin cytosolic pH fluorescence. response, % at 10 µM; in the data active = response mostly above about 7.3%, no sharp cut-off; inactive = mostly below about 5.4%; also: actives read high; inactives centre near 0; some compounds called inactive have numbers as strong as hits; reference of the scale not given here
HTR5A inv ctr: HTR5A inverse agonism, opioid heterodimer counter-screen; HTR5A cell line, luminescence; inhibition, % at 9.3 µM; 340,000 tested, 0.083% active; AID 504634; in the data active = inhibition mostly above about 23%, no sharp cut-off; inactive = mostly below about 18%;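 also: 0% = cells with DMSO and 100% = no-cell wells with DMSO; some compounds called inactive have numbers as strong as hits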
HTR5A ag ctr: activates human HTR5A in OPRM1-OPRD1 agonist counter-screen. 340,000 tested, 0.61% active. P47898. HTR5A agonist assay, luminescence, cell-based. activation, % at 9.3 µM. AID 504692; in the data active = activation mostly above about 9.5%, no sharp cut-off; inactive = mostly below about 7.6%;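 also: 0% = cells with vehicle only and 100% = reference agonist; strong numbers were not always called active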
Starred values were filed as active, the others as inactive; / = no result given.

SMILES	RTF Ca sens act	CAL-PDZ inh HTS	MOR-DOR ag	LANA DNA inh	Cardiac RTF inh	Keap1 Nrf2 FP	OPRM1-OPRD1 inv	V-ATPase pHluor	HTR5A inv ctr	HTR5A ag ctr
O=S(=O)(c1ccc(Cl)c(C(F)(F)F)c1)N1CCN(CC(O)COCC2CCCO2)CC1 (stereo not drawn)	-6	-4	-0.6	0.1	-11	-1	4	2	-28	3
Cc1ccc2c(C)c(C(=O)Nc3ccc(S(=O)(=O)Nc4onc(C)c4C)cc3)oc2c1	-4	-8	-2.3	-1.2	-2	-1	12	-2	18	1
Cc1cccc2nc(CSc3nc4ccc([N+](=O)[O-])cc4[nH]3)cn12	1	5	-4.0	-1.1	5	1	21	-4	15	-6
O=S(=O)(c1cnc[nH]1)N1CCN(C(c2ccc(F)cc2)c2ccc(F)cc2)CC1	-5	-4	-0.8	-0.5	-6	-1	4	-4	10	-3
Cc1cccc(OCc2nnc(SCC(=O)Nc3sc(C)c(C)c3C#N)n2C)c1	2	2	7.7	-0.2	-3	3	-45	-3	-32	12
O=C(CCSCCC(=O)NCC1CCCO1)NCC1CCCO1 (stereo not drawn)	-6	-5	-1.8	-0.4	-5	-2	11	3	5	-4
COc1ccc(-c2noc(=O)n2Cc2ccc(F)cc2Cl)cc1	-1	-3	0.4	0.1	0	-1	-2	4	8	-2
CC(C)CN1C(=O)C(=O)N(CC(=O)N2CCC(Cc3ccccc3)CC2)C1=O	0	0	-1.7	0.8	11	-4	9	-1	-6	2
N#CCc1ccc(NC(=O)Cn2c(=O)oc3ccccc32)cc1	-5	-3	-3.8	-0.4	-6	-3	18	1	-3	1
COc1ccc(NC(=O)[C@@H](NS(=O)(=O)c2cccc(Cl)c2)C(C)C)cc1S(=O)(=O)N1CCOCC1	-2	-3	-0.1	-1.9	2	4	0	-1	16	-6
CCC(=O)N(Cc1cc(=O)[nH]c2ccccc12)c1ccccc1	-2	7	-1.0	-1.7	-5	1	5	3	-10	2
CCCCN1C(=O)CCC(C(=O)O)C1c1ccccc1 (stereo not drawn)	6	11	-1.9	-1.1	-2	5	11	-1	-11	2
COc1ccc(C)cc1N(CC(=O)N1CCCC1)S(=O)(=O)c1ccccc1	-3	0	-1.1	-0.1	-4	3	6	1	-8	6
Cc1cc(-n2nc(C)cc2C)n2ncc(-c3ccccc3)c2n1	0	-1	-2.0	-0.5	9	-6	11	2	-3	-1
CCOC(=O)C1C(CC)NC(=S)NC1(C)O (stereo not drawn)	2	3	-2.2	-2.0	-9	0	11	-2	-7	1
CCOc1ccccc1C(=O)NC(C(=O)OCC(=O)Nc1nnc(-c2ccccc2)o1)C(C)C (stereo not drawn)	-6	2	-3.1	-1.1	2	-7	17	-2	-20	7
CCCOc1ccc(C(=O)NCCc2ccccc2)cc1	-7	-2	0.6	-1.4	-6	1	-4	6	-6	2
O=S(=O)(NCc1ccc(F)cc1)c1ccc2c(c1)OCCO2	11	0	-2.5	-0.9	-5	-2	14	-2	-11	2
Cc1cc(Nc2ccc(F)cc2C)n2ncnc2n1	3	/	-2.5	0.0	-10	2	13	2	6	-2
CCOc1cccc(/C=C/c2cc(C(=O)O)c3ccccc3n2)c1OC	7	-1	-2.1	0.2	-7	4	10	0	-22	8

Some of the entries so far, bar-delimited:
Molecule | RTF Ca sens act | CAL-PDZ inh HTS | MOR-DOR ag | LANA DNA inh | Cardiac RTF inh | Keap1 Nrf2 FP | OPRM1-OPRD1 inv | V-ATPase pHluor | HTR5A inv ctr | HTR5A ag ctr
CCCCN1C(=O)CCC(C(=O)O)C1c1ccccc1 (stereo not drawn) | 6 | 11 | -1.9 | -1.1 | -2 | 5 | 11 | -1 | -11 | 2
COc1ccc(C)cc1N(CC(=O)N1CCCC1)S(=O)(=O)c1ccccc1 | -3 | 0 | -1.1 | -0.1 | -4 | 3 | 6 | 1 | -8 | 6

The list continues:
SMILES	RTF Ca sens act	CAL-PDZ inh HTS	MOR-DOR ag	LANA DNA inh	Cardiac RTF inh	Keap1 Nrf2 FP	OPRM1-OPRD1 inv	V-ATPase pHluor	HTR5A inv ctr	HTR5A ag ctr
CCCN(Cc1ccccc1)C(=S)Nc1ccc(C(C)=O)cc1	2	3	-0.8	-0.1	-2	-7	4	-1	14	-4
COc1ccc(NC(=O)/C(=C\c2cc(OC)c(OC)cc2[N+](=O)[O-])NC(=O)c2ccccc2)cc1	-3	-5	0.7	-0.6	0	-5	-4	1	22	-6
c1ccc(CCc2cccnc2)cc1	-8	-4	-2.1	4.8	-1	5	11	2	8	-2
COc1ccc(NC(=O)/C(C#N)=C/c2cc(C)n(-c3ccc(N4CCOCC4)c([N+](=O)[O-])c3)c2C)cc1	3	-1	-1.3	-0.7	-11	-3	7	-2	-10	-1
COC(=O)CC1C(=O)NCCN1C(=O)CSc1nnnn1-c1ccc(Cl)cc1 (stereo not drawn)	4	-1	-0.2	0.2	-2	1	1	0	-2	1
COCc1[nH]nc2c1C(c1sccc1C)C(C#N)=C(N)O2 (stereo not drawn)	4	-5	-2.4	-0.4	2	0	14	-4	-23	-2
CC1=CC2=NC(=O)/C(=C\c3cccn3CCOc3cc(C)ccc3C)C(=N)N2O1	-4	-4	0.2	0.2	2	-5	-1	-4	9	-3
COc1ccc(N(C(=O)CNC(=O)c2ccco2)C(C(=O)NCC2CCCO2)c2ccccc2)cc1Cl (stereo not drawn)	-5	3	-3.0	-1.7	-4	4	18	2	10	-5
O=C(CC1(O)C(=O)Nc2ccccc21)c1ccccc1O (stereo not drawn)	2	-1	-8.9	-1.3	-9	1	50*	1	-1	-5
O=S(=O)(c1ccccc1)c1cnn(-c2ccccc2)c1-c1ccc(Cl)cc1	2	-9	-0.9	0.7	-5	-3	5	-2	6	-2
Cc1ccc(C)c(NC(=O)CN(C)C(=O)C2=NNC(=O)CC2)c1	4	-5	-2.0	0.9	-1	-5	8	2	-12	5
CCOc1ccccc1Cn1c(=O)oc2ccc(C)cc21	-1	3	5.8	-0.4	2	3	-24	1	-11	4
CC1CCN(C2CCN(S(=O)(=O)c3ccc(C(F)(F)F)cc3)CC2)CC1	2	-23	-3.0	2.0	4	2	16	-1	0	0
O=c1cc(N2CCc3ccccc3C2)[nH]c(=O)n1Cc1ccc(F)cc1	13	-4	-1.1	1.0	-6	-8	7	-3	6	5
COc1ccc(-c2cn[nH]c2C)cc1	0	-10	-1.6	0.9	5	2	8	-3	12	3
Cc1ccc(NC(=O)c2ccccc2Cl)cc1-n1cnnn1	5	-2	-2.6	-0.7	-13	-4	12	-1	1	1
O=Cc1ccc(N2N=C(c3ccccc3)CC2c2ccccc2)cc1 (stereo not drawn)	2	-3	-2.1	0.2	1	-12	10	1	1	0
Cc1ccc(Sc2cc(N3CCOCC3)nc(-c3ccccc3)n2)cc1	4	-4	-0.9	-1.3	0	-5	5	-7	1	2
Cc1cc(C)c(S(=O)(=O)NC2CC(C)(C)NC(C)(C)C2)cc1C	6	-6	-0.3	-2.6	-16	-6	1	-5	-21	7
CC1(C)CC(=O)C(C=NCCN2CCN(CC(=O)Nc3ccc(F)cc3)CC2)=C(O)C1	2	-2	-1.7	3.2	-7	6	9	1	22	6
CCc1sc(C(=O)NCc2ccco2)cc1C	-3	-4	-0.1	0.4	2	2	1	12*	-9	3
Cc1nc2c(-c3ccc(F)cc3)cnn2c(N)c1-c1ccccc1	-11	-5	2.1	3.8	20*	-4	-12	-2	-4	1
COc1ccc(-c2cc3c(=O)n(CC(=O)NCc4ccc(F)cc4)ncn3n2)cc1	3	50*	0.6	-0.6	1	-1	-4	-4	-40	13
CC(CN(C)Cc1ccccc1)OC(=O)C1COc2ccccc2O1 (stereo not drawn)	3	/	-2.9	-0.4	-6	-3	15	-2	-3	1
COc1cc2c(cc1OC)CN(C(=O)CSc1ccc(F)cc1)CC2	-4	/	-2.8	1.5	2	-2	11	1	0	3
CC1(C)Cc2c(C#N)c(N)n(-c3ccccc3)c(=O)c2CO1	-6	-3	0.3	0.8	-10	3	-1	-1	-6	2
C1=CC2c3ccccc3NC(c3ccncc3)C2C1 (stereo not drawn)	-2	-1	1.7	3.3	-8	2	-9	-1	-1	-4
CSc1nc(-c2ccccc2)nc(N2CCOCC2)c1C(C)=O	3	/	0.6	3.0	-7	0	-3	2	-8	6
COc1cccc(NC(=O)C2CCN(S(=O)(=O)c3ccc4[nH]c(=O)oc4c3)CC2)c1	-3	-1	-2.7	-0.6	6	-6	14	-5	-28	-5
Cc1ccc(C(=O)CSc2nnc(C)s2)cc1	-1	7	-0.9	4.9	-10	-2	5	-2	5	0
O=C(c1cc2ccccc2o1)c1nc2c(n1O)CCCCC2	3	-2	-0.7	1.2	-1	-10	4	3	-2	4
CC(C)CCc1noc(CN2CCN(c3ccc(Cl)cn3)CC2)n1	4	-2	-2.2	0.5	1	1	11	-2	6	-2
COC(=O)/C=C/S(=O)(=O)c1ccc(NC(C)=O)cc1	2	-1	-4.2	-0.5	-1	-27	19	-1	22	-4
Cn1c(SCC(=O)NCc2ccc3c(c2)OCO3)nc2c(c1=O)SCC2	3	3	-0.7	-2.3	-2	4	4	-3	-12	1
c1ccc(CNc2ncnc3sc4c(c23)CCCC4)nc1	-7	5	-3.7	0.1	-4	-6	19	-2	6	-2
CN(C)c1ccc(C=c2c3ccccc3n3c2cc(-c2ccc(Cl)cc2)[n+]3C)cc1	7	-17	0.2	-0.6	-11	-7	-1	-1	3	-1
Cn1c(-c2ccccc2)cc(=O)n1-c1ccccc1	5	4	-3.2	3.3	4	-1	16	-4	-3	1
COc1ccccc1C1CCCN1Cc1nc(-c2cc3c(cc2Cl)OCO3)oc1C (stereo not drawn)	1	-1	-1.0	-1.3	2	0	5	0	12	-4
N#C/C(=C\c1ccc(OCc2ccc(C(=O)O)cc2)cc1)C(=O)NCc1ccccc1	-2	2	-2.2	0.8	2	0	11	-1	29	2
Cc1ccc(CNC(=S)Nc2ccc(OC(F)F)cc2C)cc1	-7	-8	0.6	-1.0	0	-4	-4	4	-3	1
COCCNC(=O)c1ccc(C2SCC(=O)N2CCc2ccccc2)cc1 (stereo not drawn)	-4	-4	-1.0	0.0	-8	-1	5	-2	-11	4
NC(=O)c1ncn([C@@H]2O[C@H](CNCc3cccc(OC4CCCC4)c3)[C@@H](O)[C@H]2O)n1	-7	-1	-3.9	-2.4	-3	-7	18	0	-10	3
CC1SC(C)C(=O)N(CC(=O)Nc2ccc([N+](=O)[O-])cc2)C1=O (stereo not drawn)	1	-3	0.0	1.2	-13	-7	0	-1	-21	1
O=C(O)CN1C(=O)C2C3CC(C2C1=O)C1C(c2ccccc2)c2sc(=O)[nH]c2SC31 (stereo not drawn)	-1	-3	-0.1	-3.3	-9	-4	1	1	9	-3
COc1cc(OC)c(C(=O)COc2ncnc3ccccc23)c(OC)c1	0	-3	-1.8	1.3	-3	4	9	-1	2	-1
CN1CCN(S(=O)(=O)c2ccc(NC(=O)Cc3ccc([N+](=O)[O-])cc3)cc2)CC1	9	-2	1.9	0.4	-9	-6	-13	2	-1	2
O=C(CN1C(=O)c2cccc3cccc(c23)C1=O)NCCCO	2	-4	-1.0	1.2	-5	0	5	0	-1	0
CCN(CC)S(=O)(=O)c1cc([N+](=O)[O-])ccc1NNC(=O)Nc1ccc(Cl)c(Cl)c1	1	-3	3.2	1.6	4	1	-17	-1	27	-4
